Nrf2 activator: Nrf2 pathway activation. hit rate 0.31% among 410,000. AID 624171. AREc32 ARE-luciferase reporter (MCF7-derived line), luminescence, 24 h. Potency, µM (highest dose often 46.1 µM), for inactives: at the highest dose activation, hits mostly activators; further: potency means the concentration at half of the fitted maximal effect; % of control where 0% means no effect; nearly all actives have a fitted effect of over 65% in size
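Luciferase luminescence (Steady-Glo, 30 min at room temperature) served as the read-out of ARE activation in AREc32 cells treated with compounds for 24 hr at 37 deg C.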
HepG2 tox: HepG2 cytotoxicity, counter-screen for TGF-b inhibitors | HepG2 CAGA-GFP viability, ATP luminescence, 18 h | Potency, µM (top dose mostly 46.1 µM), inactives show at the top dose activity change, negative = cytotoxicity, hits mostly cytotoxic | hit rate 0.76% among 410,000; further: potency means the concentration at half of the fitted maximal effect; some results filed as inactive show a strong effect at the top dose
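HepG2 CAGA-GFP cells (1000/well, DMEM with 1% FBS) received compound, then TGF-beta at 500 pg/mL final, and were incubated 18 hours at 37 degrees C. Viability was read by CellTiter-Glo luminescence. Media-only wells were set as complete cell-killing and DMSO as no toxicity.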
MmCpn inh: M. maripaludis TRiC chaperonin inhibition. Potency, µM (top dose mostly 76.9 µM), without a hit: at the highest dose activity, negative = inhibition, hits mostly inhibitors. hit rate 0.031% among 330,000. AID 504842. purified Mm-Cpn ATPase, ADP Transcreener TR-FRET; further: potency means the concentration at half of the fitted maximal effect; on the % scale 0 is the no-effect control and ±100 the full control effect; nearly all actives have a fitted effect of over 80% in size
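Inhibition of chaperonin ATP hydrolysis is measured as reduced ADP production, detected by competitive TR-FRET in which signal falls with ADP. Final enzyme 25 nM and ATP 10 uM, reacted 30 min at 37°C.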
TGFb SMAD3 inh: TGF-b pathway inhibition | HepG2 CAGA-GFP TGF-b/SMAD3 reporter, GFP fluorescence, 18 h; TGF-beta stimulated, 500 pg/mL final | Potency, µM (highest dose often 46.1 µM), for the others: top-dose activity, negative = inhibition, usual class: inhibitors | AID 588855 | hit rate 1.2% among 410,000; further: potency means the concentration at half of the fitted maximal effect; on the % scale 0 is the no-effect control and ±100 the full control effect; nearly all actives have a fitted effect of over 65% in size
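Per well, imaged GFP fluorescence of HEPG2 CAGA-GFP cells gives the signal; cells get compound, then TGF-beta (500 pg/mL final), 18 h at 37 degrees C; %Activity versus -TGF-beta and +DMSO controls.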
Nrf2 block: inhibitors of Nrf2 signaling; A549 ARE-Fluc reporter, luciferase luminescence, 18-24 h; Potency, µM (top dose mostly 46 µM), for the others: at the top dose activity change, negative = inhibition, most hits filed as inhibitors; hit rate 2.1% among 360,000; AID 504444; further: potency means the concentration at half of the fitted maximal effect; on the % scale 0 is the no-effect control and ±100 the full control effect; nearly all actives have a fitted effect of over 60% in size
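Concentration-response testing used A549 ARE_Fluc cells at 5000 cells/well. Following an 18-24 h compound incubation, viability was read by fluorescence (Ex 405/Em 525) and luciferase output by luminescence.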
A549 tox: A549 cytotoxicity, counter-screen for Nrf2 inhibitors. AID 504648. A549 ARE-Fluc cells, CellTiter-Fluor viability, 18-24 h. Potency, µM (top dose mostly 46 µM), without a hit: at the top dose activity change, negative = cytotoxicity, hits mostly inhibitors. hit rate 0.16% among 390,000; further: potency means the concentration at half of the fitted maximal effect; on the % scale 0 is the no-effect control and ±100 the full control effect
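Cytotoxicity counterscreen: CellTiter-Fluor fluorescence was measured in A549 ARE_Fluc cells after 18-24 h of compound exposure in a concentration series. The subsequent BugLite luminescent read reports ARE-luciferase activity.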
Akt phos inh: blocks phosphorylation of Akt; Neuro2A IGF-stimulated pAkt S473 HTRF, 20 min; stronger effect = lower value; hit rate 0.32% among 360,000; activity change, % for hits at 50 µM; in the data active means activity change below about -80%; inconclusive means mostly about -51% to -80%; further: on the % scale 0 is the no-effect control and ±100 the full control effect
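Single-point screen (50 µM final compound) in Neuro2A cells stimulated 20 min with 6 nM IGF at 37 deg C. After lysis, Ser473-phosphorylated Akt read by HTRF (ex 330 nm, em 615/665 nm) as the 665/615 ratio.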
S2 tox: cell viability loss in ATXN counter-screen; S2 cells (HEK-293 line with an ATXN2-luciferase reporter) viability, CellTiter-Fluor protease fluorescence, 24 h; Potency, µM (highest dose often 56.7 µM), most hits filed as cytotoxic; hit rate 0.49% among 400,000; AID 651635; further: potency means the concentration at half of the fitted maximal effect; nearly all actives have a fitted effect of over 40% in size
CCT chaperon mod: changes cytosolic chaperonin activity; purified chaperonin ATPase assay, HTRF ADP detection, 30 min; activity change, % (concentration not given with the values), hits read low; hit rate 0.3% among 360,000; in the data active means activity change below about -30%; further: on the % scale 0 is the no-effect control and ±100 the full control effect
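Nucleotide hydrolysis assay: TRiC at 20–40 nM final (set by batch activity) with 10 uM ATP, 30 min at 37 °C, in presence of 76 uM compound. Detection by competitive ADP HTRF, 30 min ambient.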
* hit, by the source's call; & = joins results of further samples; [ ] = another dose, or the depositor's remark. Unless noted, the call rests on the fitted dose curve; in most records, active means well fitted curve in the direction sought with a large enough effect; inconclusive means small, poorly fitted or top-dose-only effect, or another doubt; inactive means no such curve, though single readings can be large; an effect the other way counts as inactive or inconclusive.

Screening O=C(CCNS(=O)(=O)c1cccs1)NCc1ccccc1 returned Nrf2 activator 0.1%, HepG2 tox 5%, MmCpn inh -2%, TGFb SMAD3 inh 33%, Nrf2 block 23%, A549 tox -2%, S2 tox inactive and CCT chaperon mod 2.7.
Screening O=C(CN(C(=O)CNC(=O)c1cccs1)c1ccc(F)cc1)NC1CCCC1 returned Nrf2 activator 0.2%, HepG2 tox 7%, MmCpn inh -6%, TGFb SMAD3 inh -2%, Nrf2 block 8%, A549 tox -2%, Akt phos inh inactive, S2 tox inactive and CCT chaperon mod 2.4.
For CCC(=O)Nc1ccc2c(c1)nc(CCN1CCN(c3ccccc3)CC1)n2C the results were Nrf2 activator 0.6%, HepG2 tox -1%, MmCpn inh 1%, TGFb SMAD3 inh 8%, Nrf2 block -15%, A549 tox -2%, Akt phos inh inactive, S2 tox inactive and CCT chaperon mod 2.1.
For COc1ccc2nc(NCc3cccnc3)sc2c1 the results were Nrf2 activator 9.1%, HepG2 tox -11%, MmCpn inh -3%, TGFb SMAD3 inh -1%, Nrf2 block 26%, A549 tox 0%, Akt phos inh inactive, S2 tox inactive and CCT chaperon mod -0.7.
`COc1cc(OC)c(C2=Nc3ccc(Br)cc3C(c3ccccc3)N2CC(=O)NN)cc1OC` (stereo not drawn) gave Nrf2 activator 0.1%, HepG2 tox -24%, MmCpn inh 1%, TGFb SMAD3 inh -14%, Nrf2 block 10%, A549 tox 0%, Akt phos inh inactive, S2 tox inactive and CCT chaperon mod -1.3.
Oc1ccc2ccccc2c1CN1CCN(c2ccccc2F)CC1 was read as Nrf2 activator 0.4%, HepG2 tox -1%, MmCpn inh 0%, TGFb SMAD3 inh 3%, Nrf2 block 4%, A549 tox -4%, Akt phos inh inactive, S2 tox inactive and CCT chaperon mod -2.3.
O=C1COc2ccc(C(=O)COC(=O)c3ccc(S(=O)(=O)C(F)F)cc3)cc2N1 was read as Nrf2 activator 0.0%, HepG2 tox -6%, MmCpn inh -18%, TGFb SMAD3 inh 15%, Nrf2 block 25%, A549 tox 0%, Akt phos inh inactive, S2 tox inactive and CCT chaperon mod -1.4.
O=C(NCC1CCCO1)c1ccc2c(c1)C(=O)N(C1CCCCC1)C2=O (stereo not drawn) was read as Nrf2 activator 0.2%, HepG2 tox -1%, MmCpn inh 1%, TGFb SMAD3 inh 4%, Nrf2 block 10%, A549 tox -1%, Akt phos inh inactive, S2 tox inactive and CCT chaperon mod -1.4.
Cc1[nH]c2ccc(F)cc2c1CCN(Cc1ccncc1)C(=S)Nc1cccc(F)c1 was read as Nrf2 activator 2.1%, HepG2 tox -1%, MmCpn inh -5%, TGFb SMAD3 inh -20%, Nrf2 block -13%, A549 tox -5%, Akt phos inh inactive, S2 tox inconclusive and CCT chaperon mod -3.0.
Cc1ccc2c(c1)N(CCC(=O)NCc1cccs1)C(=O)C(C)O2 (stereo not drawn) was read as Nrf2 activator 0.4%, HepG2 tox 10%, MmCpn inh 0%, TGFb SMAD3 inh 14%, Nrf2 block -11%, A549 tox -2%, Akt phos inh inactive, S2 tox inactive and CCT chaperon mod -1.4.
COc1ccc2nc(NC(=O)c3ccoc3C)sc2c1 was read as Nrf2 activator 4.5%, HepG2 tox 7.9µM*, MmCpn inh 0%, TGFb SMAD3 inh inconclusive, Nrf2 block inconclusive, A549 tox 2%, Akt phos inh -110%*, S2 tox inconclusive and CCT chaperon mod -6.7.
`Cc1ccccc1C(=O)NC(=S)NCCc1ccccc1` gave Nrf2 activator 2.5%[9.22 µM], HepG2 tox -7%, MmCpn inh -3%, TGFb SMAD3 inh 4%, Nrf2 block inconclusive, A549 tox 14%, Akt phos inh inactive, S2 tox inactive and CCT chaperon mod 0.2.
`CC(=O)Nc1ccc(S(=O)(=O)Nc2ccccc2C(=O)N2CCCCC2)cc1` gave Nrf2 activator -0.4%, HepG2 tox -18%, MmCpn inh 2%, TGFb SMAD3 inh inconclusive, Nrf2 block 22%, A549 tox -7%, Akt phos inh inactive, S2 tox inactive and CCT chaperon mod -0.2.
For O=C(Nc1ccccc1)C1=C[C@H](c2ccc(C(F)(F)F)cc2)C[C@H](OCCCCO)O1 the results were Nrf2 activator 4.8%, HepG2 tox -26%, TGFb SMAD3 inh inconclusive, Nrf2 block inconclusive, A549 tox -2%, Akt phos inh inactive, S2 tox inactive and CCT chaperon mod 1.5.
Screening C/C=C\C(=O)Nc1cccc(C2=NOC3(C2)C[C@@H](C(N)=O)N(C(=O)c2ccccc2)C3)c1 (stereo partly drawn) returned Nrf2 activator -0.4%, HepG2 tox -3%, MmCpn inh 0%, TGFb SMAD3 inh -5%, Nrf2 block -14%, A549 tox 1%, Akt phos inh inactive, S2 tox inactive and CCT chaperon mod 0.1.
O=C1NC[C@H](CCCCN2C[C@H](Cc3ccccc3)N(Cc3ccccc3)C(=O)C2=O)N(CCc2ccccc2)C1=O was read as Nrf2 activator -0.6%, Akt phos inh inactive, S2 tox inactive and CCT chaperon mod 0.4.
Screening C[C@H]1[C@H](NC(=O)C(=NOC(C)(C)C(=O)O)c2csc(N)n2)C(=O)N1S(=O)(=O)O returned Nrf2 activator 0.6%, HepG2 tox 10%, MmCpn inh -1%, TGFb SMAD3 inh 0%, Nrf2 block 6%, A549 tox -11%, Akt phos inh inactive, S2 tox inactive and CCT chaperon mod 0.4.
Screening O=Cc1c(NCc2ccc(F)cc2)c2ccccc2[nH]c1=O returned Nrf2 activator -0.1%, HepG2 tox -9%, MmCpn inh -2%, TGFb SMAD3 inh 0%, Nrf2 block -12%, A549 tox 0%, Akt phos inh inactive, S2 tox inactive and CCT chaperon mod -0.8.
CCN(CC)S(=O)(=O)c1cccc(NC(=O)CC2CCCC2)c1 was read as Nrf2 activator -0.8%, HepG2 tox -20%, MmCpn inh 3%, TGFb SMAD3 inh -3%, Nrf2 block -3%, A549 tox 7%, Akt phos inh inactive, S2 tox inactive and CCT chaperon mod 2.3.
For CCOc1cccc(-c2nnc(SCC(=O)Nc3cccc(OC)c3)n2N)c1 the results were Nrf2 activator -0.2%, HepG2 tox -3%, MmCpn inh -3%, TGFb SMAD3 inh 2%, Nrf2 block -8%, A549 tox -2%, Akt phos inh inactive, S2 tox inactive and CCT chaperon mod 1.3.

Structural class, those above containing two or more sulfur atoms
Screening O=C(CCNS(=O)(=O)c1cccs1)NCc1ccccc1 returned Nrf2 activator 0.1%, HepG2 tox 5%, MmCpn inh -2%, TGFb SMAD3 inh 33%, Nrf2 block 23%, A549 tox -2%, S2 tox inactive and CCT chaperon mod 2.7.
Screening C[C@H]1[C@H](NC(=O)C(=NOC(C)(C)C(=O)O)c2csc(N)n2)C(=O)N1S(=O)(=O)O returned Nrf2 activator 0.6%, HepG2 tox 10%, MmCpn inh -1%, TGFb SMAD3 inh 0%, Nrf2 block 6%, A549 tox -11%, Akt phos inh inactive, S2 tox inactive and CCT chaperon mod 0.4.

(more compounds)
`Cc1ccc(N2C(=O)CN(Cc3ccccc3)C2=S)cc1C` gave Nrf2 activator 0.3%, HepG2 tox -26%, MmCpn inh -12%, TGFb SMAD3 inh -4%, Nrf2 block 1%, A549 tox -1%, Akt phos inh inactive, S2 tox inactive and CCT chaperon mod -4.1.
CC(=O)Nc1cccc(-c2csc(C(O)c3ccc(F)c(F)c3)n2)c1 (stereo not drawn) was read as Nrf2 activator 3.7%, HepG2 tox -48%, TGFb SMAD3 inh inconclusive, Akt phos inh inactive, S2 tox inconclusive and CCT chaperon mod 0.2.
Screening COc1cc(OC)c(NC(=O)CCc2c(C)nc3c4c(C)cc(C)nc4nn3c2C)cc1Cl returned Nrf2 activator -0.8%, HepG2 tox -2%, TGFb SMAD3 inh 12%, Nrf2 block 7%, A549 tox 0% and S2 tox inactive.
For C=CC(COCc1ccccc1)N(C(=O)OC(C)(C)C)S(=O)(=O)c1ccccc1Br (stereo not drawn) the results were Nrf2 activator 3.0%, HepG2 tox -25%&-20%, MmCpn inh 1%, TGFb SMAD3 inh -27%&-7%, Nrf2 block -2%&19%, A549 tox 4%&16%, Akt phos inh inactive, S2 tox inactive and CCT chaperon mod 1.7.
O=C(COC(=O)Cc1ccc(Br)cc1)NCc1ccc(F)cc1 was read as Nrf2 activator -0.1%, HepG2 tox -4%, MmCpn inh -1%, TGFb SMAD3 inh -15%, Nrf2 block -4%, A549 tox 6%, Akt phos inh inactive, S2 tox inactive and CCT chaperon mod 1.0.
O=C(Nc1ccccc1N1CCOCC1)C1(c2ccc(Cl)cc2)CCC1 was read as Nrf2 activator -0.3%, HepG2 tox -22%, MmCpn inh 1%, TGFb SMAD3 inh inconclusive, Nrf2 block -18%, A549 tox 0%, Akt phos inh inactive, S2 tox inconclusive and CCT chaperon mod -1.3.
Cc1ccccc1N1CCN(S(=O)(=O)N(C)C)CC1 was read as Nrf2 activator 5.1%, HepG2 tox 2%, MmCpn inh 1%, TGFb SMAD3 inh -1%, Nrf2 block -1%, A549 tox -1%, Akt phos inh inactive, S2 tox inactive and CCT chaperon mod 0.7.
`CCOC(=O)CCCNC(=O)CN1C(=O)NC(c2ccccc2)(c2ccccc2)C1=O` gave Nrf2 activator -0.9%, HepG2 tox -13%, MmCpn inh 1%, TGFb SMAD3 inh -6%, Nrf2 block -8%, A549 tox -2%, Akt phos inh inactive, S2 tox inactive and CCT chaperon mod 1.2.
For CC(C)(C)OC(=O)N1CCN(C(=O)Cn2cc(CCO)nn2)CC1 the results were Nrf2 activator -0.2%, HepG2 tox 22%, TGFb SMAD3 inh 18%, Nrf2 block -8%, A549 tox 4%, Akt phos inh inactive, S2 tox inactive and CCT chaperon mod 0.3.
COc1ccccc1N1CCN(S(=O)(=O)c2ccc3c(c2)CCCN3C(C)=O)CC1 was read as Nrf2 activator 1.1%, HepG2 tox -29%, TGFb SMAD3 inh inconclusive, A549 tox -3% and S2 tox inactive.
